# Screening data as filed in PubChem.
# NSD2 block = inhibitors of human NSD2, primary screen, biochemical, plate reader, single point. Histone-lysine N-methyltransferase NSD2 (Homo sapiens), O96028. NSD2-SET H3K36me1 DELFIA fluorescence. inhibition, % at 12.5 µM. 44,000 compounds, 0.07% hits; in the data active means inhibition above about 54%, passing the limit was not always enough;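 further: inhibitors reduce the monomethyl H3K36 fluorescence signal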
# * marks the source's active call; other numbers are inactive results. These rows are one share of the data; the hit share may differ from the screen's.
NSD2 block	mol
16	C[C@@H]1CN([C@H](C)CO)C(=O)Cc2cc(NC(=O)Cc3cn(C)c4ccccc34)ccc2O[C@@H]1CN(C)Cc1ccncc1
-3	COc1cc(/C=C/C=N/NC(=O)c2cccc(C(=O)NO)c2)ccc1O
9	O=C(CCCCCCC(=O)Nc1ccccc1O)N/N=C/c1ccc(F)c(Oc2ccccc2)c1
7	CNC[C@@H]1Oc2c(NC(=O)C3CCOCC3)cccc2C(=O)N([C@H](C)CO)C[C@H]1C
-3	C[C@@H]1CN([C@H](C)CO)C(=O)c2cc(NC(=O)Nc3ccccc3)ccc2O[C@@H](C)CCCCO[C@@H]1CN(C)S(=O)(=O)c1ccc(F)cc1
-2	C[C@@H]1CCCCO[C@H](CN(C)C(=O)Nc2ccccc2)[C@@H](C)CN([C@@H](C)CO)C(=O)c2cc(NS(=O)(=O)c3ccc(F)cc3)ccc2O1
0	C[C@@H]1CN([C@@H](C)CO)C(=O)c2cc(NC(=O)c3ccncc3)ccc2O[C@@H]1CN(C)C(=O)Nc1cccc2ccccc12
-3	C[C@@H]1CN([C@H](C)CO)C(=O)c2cccc(N(C)C)c2O[C@@H]1CN(C)Cc1ccc(C(=O)Nc2ccccc2N)cc1
1	CC1=CC=C(C=O)C(C)(C)C1OC(=O)/C=C(\C)CO (stereo not drawn)
4	CNC[C@H]1Oc2ccc(N(C)C)cc2CC(=O)N([C@H](C)CO)C[C@@H]1C
-6	C[C@@H]1CN([C@H](C)CO)C(=O)Cc2cc(NC(=O)CCC(F)(F)F)ccc2O[C@H]1CN(C)S(=O)(=O)c1cccs1
-4	C[C@H]1CN([C@@H](C)CO)C(=O)Cc2cc(NS(=O)(=O)c3ccc(F)cc3)ccc2O[C@@H]1CN(C)Cc1ccccc1
-2	CCCN(C)C[C@@H]1Oc2ncc(-c3cccc(C#N)c3)cc2C(=O)N([C@@H](C)CO)C[C@H]1C
-9	Cc1ccc(S(=O)(=O)Nc2ccc3c(c2)C(=O)N([C@H](C)CO)C[C@@H](C)[C@@H](CN(C)C(=O)Nc2ccc(C(F)(F)F)cc2)O3)cc1
-8	C[C@H]1CCCCO[C@H](CN(C)C(=O)C2CCCCC2)[C@@H](C)CN([C@@H](C)CO)C(=O)c2cc(NC(=O)Nc3ccc(C(F)(F)F)cc3)ccc2O1
2	CC(C)C#Cc1cnc2c(c1)C(=O)N([C@H](C)CO)C[C@H](C)[C@@H](CN(C)Cc1cncnc1)O2
0	Cc1noc(C)c1NC(=O)Nc1ccc2c(c1)C(=O)N([C@H](C)CO)C[C@@H](C)[C@@H](CN(C)C(=O)NC1CCCCC1)O2
3	CC12CCC3c4ccc(O)cc4CC(CCCCCCCCCS(=O)CCCC(F)(F)C(F)(F)F)C3C1CCC2O (stereo not drawn)
2	C[C@@H]1CN([C@H](C)CO)C(=O)Cc2cc(NC(=O)C3CC3)ccc2O[C@H]1CN(C)Cc1ccc(C(=O)Nc2ccccc2N)cc1
7	C[C@@H]1CN([C@@H](C)CO)C(=O)c2cc(NC(=O)Nc3ccc(F)cc3)ccc2O[C@H]1CN(C)C(=O)Nc1cccc2ccccc12
2	Cc1noc(C)c1S(=O)(=O)Nc1ccc2c(c1)CC(=O)N([C@@H](C)CO)C[C@@H](C)[C@@H](CN(C)Cc1ccncc1)O2
7	COc1ccc(NC(=O)Nc2ccc3c(c2)C(=O)N([C@H](C)CO)C[C@H](C)[C@@H](CN(C)C)OCCCC[C@@H](C)O3)cc1
1	CNC[C@H]1Oc2c(NC(=O)Nc3c(C)noc3C)cccc2C(=O)N([C@H](C)CO)C[C@@H]1C
-4	C[C@@H]1CN([C@@H](C)CO)C(=O)Cc2cc(NC(=O)C3CC3)ccc2O[C@@H]1CN(C)Cc1ccc(-c2ccccc2)cc1

# Looked up above:
# Result of CNC[C@H]1Oc2c(NC(=O)Nc3c(C)noc3C)cccc2C(=O)N([C@H](C)CO)C[C@@H]1C in NSD2 block: 1
# Result of C[C@@H]1CN([C@@H](C)CO)C(=O)Cc2cc(NC(=O)C3CC3)ccc2O[C@@H]1CN(C)Cc1ccc(-c2ccccc2)cc1 in NSD2 block: -4

# Copied from the listing for reference:
NSD2 block	mol
-2	CCCN(C)C[C@@H]1Oc2ncc(-c3cccc(C#N)c3)cc2C(=O)N([C@@H](C)CO)C[C@H]1C
-9	Cc1ccc(S(=O)(=O)Nc2ccc3c(c2)C(=O)N([C@H](C)CO)C[C@@H](C)[C@@H](CN(C)C(=O)Nc2ccc(C(F)(F)F)cc2)O3)cc1
-8	C[C@H]1CCCCO[C@H](CN(C)C(=O)C2CCCCC2)[C@@H](C)CN([C@@H](C)CO)C(=O)c2cc(NC(=O)Nc3ccc(C(F)(F)F)cc3)ccc2O1
2	CC(C)C#Cc1cnc2c(c1)C(=O)N([C@H](C)CO)C[C@H](C)[C@@H](CN(C)Cc1cncnc1)O2
0	Cc1noc(C)c1NC(=O)Nc1ccc2c(c1)C(=O)N([C@H](C)CO)C[C@@H](C)[C@@H](CN(C)C(=O)NC1CCCCC1)O2
3	CC12CCC3c4ccc(O)cc4CC(CCCCCCCCCS(=O)CCCC(F)(F)C(F)(F)F)C3C1CCC2O (stereo not drawn)
2	C[C@@H]1CN([C@H](C)CO)C(=O)Cc2cc(NC(=O)C3CC3)ccc2O[C@H]1CN(C)Cc1ccc(C(=O)Nc2ccccc2N)cc1
7	C[C@@H]1CN([C@@H](C)CO)C(=O)c2cc(NC(=O)Nc3ccc(F)cc3)ccc2O[C@H]1CN(C)C(=O)Nc1cccc2ccccc12
2	Cc1noc(C)c1S(=O)(=O)Nc1ccc2c(c1)CC(=O)N([C@@H](C)CO)C[C@@H](C)[C@@H](CN(C)Cc1ccncc1)O2

# Next section.
NSD2 block	mol
0	CC(C)NC(=O)Nc1ccc2c(c1)C(=O)N([C@H](C)CO)C[C@@H](C)[C@@H](CN(C)C(=O)Cc1ccccc1)OCCCC[C@H](C)O2
6	C[C@@H]1CN([C@H](C)CO)C(=O)c2cc(NC(=O)CCN3CCOCC3)ccc2O[C@H]1CN(C)CC1CCCCC1
-4	C[C@@H]1CN([C@@H](C)CO)C(=O)Cc2cc(NC(=O)Cn3cnnn3)ccc2O[C@H]1CN(C)S(=O)(=O)c1ccc(F)cc1
-6	C[C@H](CO)N1C[C@H](C)[C@@H](CN(C)C(=O)Nc2cc(F)ccc2F)Oc2cc(/C=C/c3ccccc3)ccc2S1(=O)=O
-210	C[C@H]1CN([C@@H](C)CO)C(=O)c2cccc(NC(=O)c3ccc(-c4nccs4)cc3)c2O[C@H]1CN(C)C(=O)NC1CCCCC1
4	COc1ccccc1S(=O)(=O)N[C@H]1C=C[C@@H](CC(=O)N2CCOCC2)O[C@@H]1CO
1	Cc1noc(C)c1NC(=O)Nc1ccc2c(c1)C(=O)N([C@@H](C)CO)C[C@@H](C)[C@H](CN(C)C(=O)Nc1ccc(F)cc1)O2
3	COc1ccc(CNC(=O)C[C@H]2CC[C@H](NC(=O)CN(C)C)[C@H](CO)O2)cc1
2	C[C@@H]1CN([C@@H](C)CO)C(=O)c2cc(NC(=O)Cc3cn(C)c4ccccc34)ccc2O[C@H]1CN(C)Cc1ccc(C(=O)Nc2ccccc2N)cc1
0	COc1ccc(NC(=O)Nc2ccc3c(c2)C(=O)N([C@H](C)CO)C[C@@H](C)[C@H](CN(C)C(=O)C2CCCCC2)OCCCC[C@@H](C)O3)cc1
-7	Cc1ccc(-c2ccc3c(c2)O[C@@H](CN(C)C(=O)CN(C)C)[C@@H](C)CN([C@@H](C)CO)S3(=O)=O)cc1
-5	Cc1ccc(S(=O)(=O)N(C)C[C@H]2Oc3ccc(NC(=O)Nc4ccccc4)cc3C(=O)N([C@H](C)CO)C[C@H]2C)cc1
-7	COc1ccc(NC(=O)Nc2ccc3c(c2)CC(=O)N([C@@H](C)CO)C[C@@H](C)[C@H](CN(C)S(=O)(=O)c2ccc(Cl)cc2)O3)cc1
-1	Cc1noc(C)c1NC(=O)Nc1ccc2c(c1)C(=O)N([C@H](C)CO)C[C@H](C)[C@@H](CN(C)Cc1ccc(C(=O)Nc3ccccc3N)cc1)O2
0	CCCC#Cc1cnc2c(c1)C(=O)N([C@@H](C)CO)C[C@@H](C)[C@@H](CN(C)C(=O)Cc1ccncc1)O2
6	C[C@H]1CN([C@@H](C)CO)S(=O)(=O)c2ccc(C3=CCCC3)cc2O[C@H]1CN(C)Cc1cccnc1
0	CC(=O)OCO/N=[N+](\[O-])N1CCCC1
-4	COCCOC(=O)N1C(=O)[C@@]2(c3cc(C#CCC(C(=O)OC)C(=O)OC)ccc31)[C@H](C(=O)N1CCN(c3ncccn3)CC1)[C@H]1C(=O)O[C@H](c3ccccc3)[C@H](c3ccccc3)N1[C@@H]2c1ccc(O)cc1
14	O=C(OCc1cccc(O)c1O[C@@H]1O[C@H](CO)[C@@H](O)[C@H](O)[C@H]1O)C1(O)C(=O)C2C3C4C5C(C(=O)C(O)(C(=O)OCc6cccc(O)c6O[C@@H]6O[C@H](CO)[C@@H](O)[C@H](O)[C@H]6O)C2C53)C41 (stereo partly drawn)
-9	COc1ccc(NC(=O)Nc2ccc3c(c2)C(=O)N([C@H](C)CO)C[C@@H](C)[C@@H](CN(C)CC2CCCCC2)O3)cc1
4	CC(C)NC(=O)N(C)C[C@H]1Oc2ccc(NC(=O)NC3CCCCC3)cc2C(=O)N([C@@H](C)CO)C[C@H]1C
1	C[C@H]1CN([C@@H](C)CO)C(=O)Cc2cc(NS(=O)(=O)c3cn(C)cn3)ccc2O[C@@H]1CN(C)Cc1ccc(C(=O)Nc2ccccc2N)cc1
9	CCCN(C)C[C@H]1Oc2ncc(C#CCC(C)C)cc2C(=O)N([C@H](C)CO)C[C@@H]1C
-3	COCC(=O)N(C)C[C@H]1Oc2ncc(/C=C/c3ccccc3)cc2C(=O)N([C@H](C)CO)C[C@H]1C
-7	C[C@@H]1CN([C@H](C)CO)C(=O)c2cc(NC(=O)Nc3ccc(C(F)(F)F)cc3)ccc2O[C@@H]1CN(C)Cc1ccc2c(c1)OCO2
-2	C[C@@H]1CN([C@@H](C)CO)C(=O)c2cc(-c3ccccc3)cnc2O[C@@H]1CN(C)C
6	COCC(=O)N(C)C[C@H]1Oc2cc(C#C[C@H](C)O)ccc2S(=O)(=O)N([C@@H](C)CO)C[C@@H]1C
-1	CC(C)COC(=O)N(C)C[C@@H]1OCc2cnnn2CCCC(=O)N([C@@H](C)CO)C[C@@H]1C
4	O=C(C[C@@H]1C[C@H]2c3cc(NS(=O)(=O)c4ccc(F)cc4)ccc3O[C@H]2[C@H](CO)O1)NCCc1ccccc1
1	C[C@H]1CN([C@@H](C)CO)C(=O)c2cc(N(C)C)ccc2O[C@@H]1CN(C)C(=O)NC1CCCCC1
4	CCCN(C)C[C@H]1OCCCC[C@@H](C)Oc2ccc(NS(=O)(=O)c3ccc(F)cc3)cc2C(=O)N([C@@H](C)CO)C[C@@H]1C
3	CCC(=O)N(C)C[C@@H]1Oc2cc(-c3ccccc3C)ccc2S(=O)(=O)N([C@@H](C)CO)C[C@@H]1C
-3	C[C@H]1CN([C@@H](C)CO)C(=O)CCCn2nncc2CO[C@H]1CN(C)Cc1ccc2c(c1)OCCN2C
-4	CC1=C(C#N)C(C(F)(F)F)(C(F)(F)F)N=C(c2ccncc2)N1
2	CC1(C)[C@H]2CC=C(/C=N\NC(=O)c3ccc(C(=O)NO)cc3)[C@@H]1C2
-3	CCCC#Cc1cnc2c(c1)C(=O)N([C@@H](C)CO)C[C@@H](C)[C@H](CN(C)Cc1cccnc1)O2
-1	CCC/C=C/C=C/C1CC(O)C(O)C(O)C1CO (stereo not drawn)
1	COc1ccc(CN(C)C[C@@H]2Oc3c(NS(=O)(=O)c4c(C)noc4C)cccc3C(=O)N([C@@H](C)CO)C[C@@H]2C)cc1
4	C[C@H](CO)N1C[C@H](C)[C@H](CN(C)C)Oc2ccc(NS(=O)(=O)c3ccccc3)cc2CC1=O
6	Cc1noc(C)c1S(=O)(=O)Nc1ccc2c(c1)CC(=O)N([C@@H](C)CO)C[C@H](C)[C@H](CN(C)Cc1ccccc1)O2
3	C[C@H](CO)N1C[C@H](C)[C@@H](CN(C)CC2CCOCC2)Oc2ncc(C#Cc3ccc(F)cc3)cc2C1=O
-3	C[C@@H]1CN([C@@H](C)CO)C(=O)c2cccc(NC(=O)Nc3ccc(F)cc3)c2O[C@H]1CN(C)Cc1ccccc1
1	C[C@H](CO)N1C[C@H](C)[C@@H](CN(C)C(=O)NC2CCCC2)Oc2cc(-c3cccnc3)ccc2S1(=O)=O
6	COc1ccc(-c2cnc3c(c2)C(=O)N([C@@H](C)CO)C[C@@H](C)[C@H](CN(C)C(=O)C2CCOCC2)O3)cc1
2	Cc1noc(C)c1NC(=O)N(C)C[C@@H]1OCCCC[C@@H](C)Oc2ccc(NC(=O)C3CCCCC3)cc2C(=O)N([C@H](C)CO)C[C@@H]1C
3	COc1cc(/C=C/c2cc(O)cc(O[C@@H]3O[C@H](CO)[C@@H](O)[C@H](O)[C@H]3O)c2)ccc1O[C@@H]1O[C@H](CO)[C@@H](O)[C@H](O)[C@H]1O
6	C[C@@H]1O[C@@H](Oc2cc(O)c3c(=O)c(O[C@@H]4O[C@@H](C)[C@H](O)[C@@H](O[C@@H]5OC[C@@H](O)[C@H](O)[C@H]5O)[C@H]4O[C@@H]4O[C@H](CO)[C@@H](O)[C@H](O)[C@H]4O)c(-c4ccc(O)c(O)c4)oc3c2)[C@H](O)[C@H](O)[C@H]1O
-1	C[C@@H]1CN([C@@H](C)CO)C(=O)c2cc(NS(=O)(=O)c3cn(C)cn3)ccc2O[C@H]1CN(C)Cc1ccc(C(=O)Nc2ccccc2N)cc1
-5	C[C@@H](NC(=O)C[C@H]1C[C@@H]2c3cc(NC(=O)C4CCOCC4)ccc3O[C@@H]2[C@@H](CO)O1)c1ccccc1
2	CC(C)NC(=O)Nc1ccc2c(c1)C(=O)N([C@H](C)CO)C[C@H](C)[C@@H](CN(C)S(=O)(=O)c1cccs1)O2
1	C[C@H]1CN([C@@H](C)CO)C(=O)c2cc(NC(=O)NC3CCCCC3)ccc2O[C@H]1CN(C)C(=O)Nc1ccc(F)cc1
-1	COc1ccc(S(=O)(=O)Nc2ccc3c(c2)C(=O)N([C@H](C)CO)C[C@H](C)[C@@H](CN(C)S(=O)(=O)c2ccc(C)cc2)O3)cc1
2	C[C@H]1CN([C@@H](C)CO)C(=O)c2cc(/C=C/c3ccccc3)cnc2O[C@@H]1CN(C)S(=O)(=O)c1cccs1
